AMA1 RON2 block – inhibitors of Plasmodium falciparum AMA1-RON2 interaction | AlphaScreen AMA1-biotinylated RON2 peptide binding | Potency, µM (series often up to 58.2 µM), without a hit: top-dose activity change, negative = inhibition, actives largely listed as inhibitors | actives 0.2% (n = 360,000);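 also: potency is read from the fitted curve at half-maximal effect; 0% = vehicle wells and -100% = peptide control; nearly all actives have a fitted effect of over 45% in size; some results filed as inactive show a strong effect at the top dose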
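AMA1 (3D7) with his tag at 25 nM final met compounds first, then biotinylated RON2 peptide at 25 nM; detection used donor plus acceptor beads, 10 µg/mL apiece, read by AlphaScreen after 30 min at room temperature.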
LmPK inh – inhibitors of Leishmania mexicana pyruvate kinase; purified LmPK, Kinase-Glo ATP luminescence, 1 h; AID 1721; actives 0.37% (n = 290,000); Q27686; Potency, µM (series often up to 57.5 µM), without a hit: top-dose activity change, negative = inhibition, most hits filed as inhibitors; also: potency is read from the fitted curve at half-maximal effect
Target sequence (Q27686 whole entry, looked up): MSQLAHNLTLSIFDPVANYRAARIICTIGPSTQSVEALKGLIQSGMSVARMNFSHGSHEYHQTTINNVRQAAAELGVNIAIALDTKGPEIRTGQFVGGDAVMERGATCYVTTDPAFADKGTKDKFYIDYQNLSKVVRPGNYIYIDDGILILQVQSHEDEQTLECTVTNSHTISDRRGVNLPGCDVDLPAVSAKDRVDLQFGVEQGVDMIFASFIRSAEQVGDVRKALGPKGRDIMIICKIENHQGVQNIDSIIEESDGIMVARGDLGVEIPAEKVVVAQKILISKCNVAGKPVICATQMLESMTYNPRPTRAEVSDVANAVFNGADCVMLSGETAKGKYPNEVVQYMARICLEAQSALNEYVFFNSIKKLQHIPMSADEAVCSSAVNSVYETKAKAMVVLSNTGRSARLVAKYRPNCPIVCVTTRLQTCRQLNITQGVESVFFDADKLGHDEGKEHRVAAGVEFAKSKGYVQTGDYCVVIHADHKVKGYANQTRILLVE
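Purified LmPK (0.1 nM) converted ADP (0.1 mM) to ATP with PEP (0.5 mM) in imidazole buffer pH 7.2 with KCl and MgCl2, 1 h at room temperature. ATP was read by Kinase-Glo luminescence; data normalized to uninhibited and no-enzyme controls.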
TbPYK inhibitor – blocks Trypanosoma brucei pyruvate kinase; AID 624173; Potency, µM (highest dose often 76.8 µM), inactives show top-dose activity, negative = inhibition, most hits filed as inhibitors; TbPYK enzyme, Kinase-Glo Plus ATP luminescence, 45 min; actives 0.12% (n = 410,000); Q57TT1; also: potency is read from the fitted curve at half-maximal effect; nearly all actives have a fitted effect of over 50% in size
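Enzyme and substrate buffer are dispensed first and compound is pin-transferred. ADP at 130 uM final then starts the reaction, which runs 45 min at room temperature. Detection reagent is added for 10 min before luminescence is imaged.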
AmpC no deterg – inhibitors of E. coli AmpC beta-lactamase without detergent | AmpC nitrocefin hydrolysis, absorbance 480 nm, 0.0001% Triton | actives 0.52% (n = 330,000) | Potency, µM (highest dose often 57.1 µM), without a hit: at the top dose activity change, negative = inhibition, hits mostly inhibitors | P00811;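 also: potency is read from the fitted curve at half-maximal effect; plate controls were no compound for no effect and no enzyme for full effect; nearly all actives have a fitted effect of over 20% in size; some results filed as inactive show a strong effect at the top dose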
Target sequence (P00811 whole entry, looked up): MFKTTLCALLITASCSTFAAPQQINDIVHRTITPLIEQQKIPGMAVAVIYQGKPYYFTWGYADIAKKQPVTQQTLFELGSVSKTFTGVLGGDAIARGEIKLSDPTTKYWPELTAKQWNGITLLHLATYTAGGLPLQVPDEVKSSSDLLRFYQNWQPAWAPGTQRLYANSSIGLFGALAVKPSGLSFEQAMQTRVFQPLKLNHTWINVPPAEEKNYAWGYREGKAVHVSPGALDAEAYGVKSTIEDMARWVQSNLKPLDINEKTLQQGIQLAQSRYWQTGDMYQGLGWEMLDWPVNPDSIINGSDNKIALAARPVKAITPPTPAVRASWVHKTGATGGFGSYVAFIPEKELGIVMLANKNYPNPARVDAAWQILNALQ
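AmpC (5.3 nM in the dispensed reagent) in 20 mM phosphate pH 7.0 with 0.01% (detergent screen) or 0.0001% Triton X-100 was preincubated with compounds for 15 min at room temperature. Nitrocefin was then added from an 800 uM solution, and hydrolysis was followed at 480 nm.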
HCMV antiviral – blocks human cytomegalovirus replication; HFF cells, HCMV-luciferase reporter, 72 h; hits give low values; activity change, negative = inhibition, % at 57.5 µM; actives 4.5% (n = 410,000); in the data active = activity change below about -60%; inconclusive = no clear call, values can overlap the other calls; inactive = above about -39%
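After 16 h attachment at 37C, HFF cells received test compound and HCMV-luciferase (1 PFU/cell); reporter luminescence read 72 h later, data normalized against buffer-only and known inhibitor Salinomycin.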
AmpC inh detg – inhibitors of E. coli AmpC beta-lactamase with detergent | P00811 | AmpC hydrolysis of nitrocefin, absorbance 480 nm, 0.01% Triton | Potency, µM (doses to about 114 µM), for the others: top-dose activity change, negative = inhibition, most hits filed as inhibitors | actives 0.041% (n = 370,000);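 also: potency is read from the fitted curve at half-maximal effect; 0% = no-compound wells and -100% = no-enzyme wells; nearly all actives have a fitted effect of over 25% in size; some results filed as inactive show a strong effect at the top dose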
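AmpC (5.3 nM in the dispensed reagent) in 20 mM phosphate pH 7.0 with 0.01% (detergent screen) or 0.0001% Triton X-100 was preincubated with compounds for 15 min at room temperature. Nitrocefin was then added from an 800 uM solution, and hydrolysis was followed at 480 nm.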
Sm TGR block – S. mansoni TGR enzyme inhibition. Q962Y6. purified TGR, DTNB reduction, TNB absorbance 405 nm. Potency, µM (titrated, usually from 114 µM), inactives show at the highest dose activity change, negative = inhibition, most hits filed as inhibitors. actives 3% (n = 360,000). AID 485364; also: potency is read from the fitted curve at half-maximal effect; nearly all actives have a fitted effect of over 60% in size
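TGR 20 nM + NADPH 100 uM (dispensed conc.), cpd preinc 15 min RT; start with NADPH (500 uM addition) then DTNB (15 mM addition). Kinetic TNB absorbance, 405 nm filter. Four-parameter Hill fit across titration.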
* hit, by the source's call; ? = inconclusive; / = no result given; [ ] = dose if it differs, or a comment. Unless noted, calls follow the shape of the dose curve; as a rule, active = well fitted curve in the direction sought with a large enough effect; inconclusive = small, poorly fitted or top-dose-only effect, or another doubt; inactive = no such curve, though single readings can be large; an effect the other way counts as inactive or inconclusive. Unless noted, % is scaled to controls: 0 for no effect and ±100 for the full control effect.

Start of the data: the first two compounds, ahead of the listing:
SMILES	AMA1 RON2 block	LmPK inh	TbPYK inhibitor	AmpC no deterg	HCMV antiviral	AmpC inh detg	Sm TGR block
CCCn1nnc(NCc2ccc(OCc3cccs3)c(OC)c2)n1	1%	3%	-3%	-8%	-3	-9%	-8%
Cc1ccc(-c2csc(N/N=C/C=C/c3ccccc3)n2)cc1	34%[activator]	2%	-17%	-42%	-8	-1%	-3%

Results, from the first entry:
SMILES	AMA1 RON2 block	LmPK inh	TbPYK inhibitor	AmpC no deterg	HCMV antiviral	AmpC inh detg	Sm TGR block
CCCn1nnc(NCc2ccc(OCc3cccs3)c(OC)c2)n1	1%	3%	-3%	-8%	-3	-9%	-8%
Cc1ccc(-c2csc(N/N=C/C=C/c3ccccc3)n2)cc1	34%[activator]	2%	-17%	-42%	-8	-1%	-3%
COc1ccc(-n2nnnc2CNC(=O)C(=O)c2c(C)[nH]c3ccccc23)cc1	8%	/	8%	-34%	-38	-10%	0%
COc1ccc(-c2[nH]n(-c3ccc([N+](=O)[O-])cc3)c(=O)c2C=NCc2ccccc2)cc1	-9%	2%	-3%	-10%	48	?	-9%
NC(=O)C1CCN(c2cc(Cl)nc(N)n2)CC1	0%	-11%	-16%	-6%	-12	8%	3%
Cc1ccc2oc(-c3ccc(C)c(NC(=O)C(C)(C)Oc4ccc(Cl)cc4)c3)nc2c1	/	/	1%	/	87	-3%	1%
COc1c(Cl)c(=O)oc2ccc(Cl)cc12	9%	/	8%	/	1	/	/
Cc1ccccc1CN1CCC(Oc2ccc(C(=O)NCc3ccccn3)cc2)CC1	64%[activator]	-1%	22%	28%	-36	-6%	-6%
Cc1nc2ccccc2nc1N1CCOCC1	1%	-3%	3%	-5%	-10	-2%	-14%
Cc1ccccc1Nc1nc2nonc2nc1N1CCOCC1	12%	1%	0%	-40%	5	-2%	-11%
COc1ccc(-c2noc(CSc3nnc(C)n3-c3ccc(F)cc3)n2)cc1	/	/	0%	/	-23	5%	0%
Cc1c(Br)c([N+](=O)[O-])nn1CC(=O)Nc1c(C)n(C)n(-c2ccccc2)c1=O	-2%	-1%	1%	-30%	-102*	-15%	-1%
O=Cc1cn(Cc2ccc([N+](=O)[O-])cc2)c2ccccc12	9%[2.32 µM]	-3%	-4%	-19%	38	3%	-11%
CCCNC(=O)c1oc2ccc3c(c2c1C)C(O)CC(C)(C)O3 (stereo not given)	11%	6%	31%	24%	36	5%	-8%
O=c1c2c(c(-c3ccccc3)nn1Cc1ccccc1)CCCC2	-12%	2%	0%	16%	-31	-2%	0%
O=C(CN1CCN(c2ccccc2)CC1)NC(=O)NCc1ccco1	-8%	3%	-8%	-16%	-3	-4%	-16%
CCOC(=O)NC(=O)CSc1ccc(S(=O)(=O)N(C)C2CCCCC2)cn1	14%	/	-7%	-25%	0	-2%	-5%
CN(CC1COc2ccccc2O1)C(=O)Cn1cc(C(F)(F)F)ccc1=O (stereo not given)	28%	/	6%	11%	-16	/	/
c1ccc2ncccc2c1	11%	/	3%	-19%	/	/	/
O=C(NCCc1ccc2c(c1)OCCO2)c1cc2ccccc2o1	-6%	7%	11%	-17%	0	-12%	11%[11.4 µM]
CCNC(=S)NNC(=O)c1ccc2ncccc2c1	81%[activator]	-2%	-7%	-10%	30	-2%	-8%
O=C1CCCN2N=C(SCC(=O)Nc3ccc([N+](=O)[O-])cc3)SC2=N1	4%	7%	-4%	-20%	-28	-2%	-5%
COc1ccc(-n2c(/C=C(\C)O)nc(=O)c3c(C)cc(C)nc32)cc1	18%	4%	-4%	3%	-27	-5%	7%
COc1ccc(C2=NN(C(=O)COC(=O)c3ccc(NC(=O)CC#N)cc3)C(c3ccco3)C2)cc1 (stereo not given)	0%	/	0%	-38%	9	?	1%
O=C(NCc1cccnc1)c1nn2cccnc2c1Cl	-7%	6%	0%	-1%	-19	1%	-1%
Nc1ccc(C(=O)N2CCCC2)cc1CS(=O)(=O)c1ccc(Cl)cc1	8%	-2%	3%	-7%	-24	3%	1%
C/C(=N\NC(N)=O)C1CC(Cc2ccccc2)C(=O)O1 (stereo not given)	14%	1%	-3%	-9%	-20	-1%	?
Nc1ncnc(Nc2cccc(C(F)(F)F)c2)n1	8%	-3%	-8%	-11%	-3	2%	6%
COc1ccccc1NC(=O)Cc1noc(CSc2nnc(C)s2)n1	1%	0%	-3%	-46%	15	-7%	2%
OCc1ccccc1-c1cnc2cccnn12	-5%	/	3%	/	-31	/	/
CC(C)Sc1nnc(Cn2c(=O)sc3ccccc32)n1-c1ccccc1	12%	2%	-4%	-1%	-9	0%	1%
OCCCN=C1CCCc2c1[nH]c1ccc(Cl)cc21	-13%	8%	-1%	10%	-15	-11%	-1%
O=C(NC1CC1)c1ccc(COc2ccc(F)cc2)o1	0%	-5%	3%	-10%	7	2%	-26%
Cc1nn(Cc2c(F)c(F)c(F)c(F)c2F)c(C)c1NC(=O)c1ccc(COc2ccc(Cl)cc2Cl)o1	4%[11.6 µM]	2%	3%	117%[activator]	-81*	-3%	-3%
CC(OC(=O)c1ccccc1C(=O)N(C)Cc1ccccc1)C(=O)NC1(C#N)CCCCC1 (stereo not given)	-1%	/	2%	53%	2	-20%	6%
Cn1c(N)c(C(=O)COC(=O)c2ccccc2C(=O)c2ccc(Cl)cc2)c(=O)n(C)c1=O	-8%	/	0%	-24%	-27	/	/
COc1cc2nc(CN3CCN(S(=O)(=O)c4ccc(Br)cc4)CC3)[nH]c(=O)c2cc1OC	28%	/	-5%	121%[activator]	-24	/	/
CC(=O)Nc1ccc(S(=O)(=O)NC2=NCN(CCOC(=O)c3ccccc3)CN2)cc1	9%	5%	-7%	-12%	38	8%	3%
COC(=O)[C@H](C(C)C)N(Cc1ccccc1)S(=O)(=O)CCNC1CCCC1	31%[activator]	/	1%	45%	-22	/	/
O=C(CN(C(=O)CCC(=O)Nc1nccs1)c1ccc(F)c(Cl)c1)NCc1ccco1	-8%	-3%	-1%	36%	104	-3%	0%
Cc1c(Br)ccc(NC(=O)CCN2C(=O)C3C4CCC(C4)C3C2=O)c1C (stereo not given)	-1%	1%	0%	-9%	65	0%	11%
CC(C)(C)OC(=O)NCCC(=O)N/N=C/c1ccc2ncccc2c1	-12%	-6%	-7%	-6%	89	7%	0%
O=C(Cc1ccc(Cl)cc1)Nc1cc(S(=O)(=O)N2CCOCC2)ccc1N1CCCC1	-6%	0%	2%	0%	?	3%	-13%
Cc1ccc(C(=O)CN2CCC(NC(=O)C3CCCCC3)CC2)cc1	17%	5%	-2%	-16%	-2	-6%	-29%
CCN(C(=O)CCC(=O)N(CC)c1ccccc1)c1ccccc1	22%	3%	-9%	2%	?	-7%	-3%
C[C@H]1CN([C@@H](C)CO)C(=O)Cc2cc(NC(=O)CCN3CCOCC3)ccc2O[C@@H]1CN(C)Cc1ccc(Oc2ccccc2)cc1	-9%	/	-6%	301%[activator]	-28	/	/
COc1ccc(C2CC(C(F)(F)F)n3nc(CO)c(Cl)c3N2)cc1OC (stereo not given)	?	-4%	1%	-5%	22	-15%	-1%
CCN(CC)CCc1nc(-c2ccccc2)no1	30%[activator]	/	-6%	-25%	?	?	-15%
COCCNc1oc(/C=C/c2ccccc2)nc1C#N	9%	-4%	-6%	18%	48	-4%	-21%
COCCNC(=O)C(c1cccs1)N(Cc1ccccc1)C(=O)Cn1nnc2ccccc21 (stereo not given)	0%	6%	-16%	24%	-33	-10%	-1%
N#CC1=C(N)Oc2nc(-c3ccccc3)[nH]c2C1c1cccnc1 (stereo not given)	-2%	2%	-10%	-19%	4	?	-1%
CCN1CCN(CC(=O)Nc2c(C(=O)OC)[nH]c3cccc(Cl)c23)CC1	/	2%	/	-22%	/	-11%	-31%
Cc1ccc(Cl)cc1N1CCN(C(=O)c2cccn3c(=O)c4cc(Cl)ccc4nc23)CC1	/	/	-1%	/	-4	7%	1%
CCc1ccccc1N(CC)C(=O)Cn1nc(Cc2ccncc2)c2ccccc2c1=O	/	/	-2%	/	-72*	-4%	-1%
CCCOc1ccc(C(=O)NC(=S)Nc2nc3ccc(C)cc3s2)cc1	/	-1%	/	-3%	/	?	14%
COc1cc(C(=O)NCc2nnc(SCC(=O)N3CCCc4ccccc43)o2)cc(OC)c1OC	0%	3%[11.5 µM]	-11%	48%	16	7%	-5%
COc1ccc(CN(CCC(c2ccco2)C(C)C)C(C)=O)cc1OC (stereo not given)	-6%	0%	3%	113%[activator]	-1	-2%	?
COC(=O)c1ccc2nc(-c3ccc(F)cc3)c(Cc3cccc(Cl)c3)n2c1	-6%	/	-9%	/	10	/	/
O=C(CSc1nc(-c2ccco2)cc(C(F)(F)F)n1)NCC1CCCO1 (stereo not given)	-1%	-2%	0%	?	-13	-3%	-7%
O=C(CSc1nnnn1-c1ccc2c(c1)CCC2)NCc1cccs1	41%	4%	4%	-3%	-30	9%	?
Other entries follow:
SMILES	AMA1 RON2 block	LmPK inh	TbPYK inhibitor	AmpC no deterg	HCMV antiviral	AmpC inh detg	Sm TGR block
COc1ccccc1C(=O)NCCn1cc(SCc2ccccc2Cl)c2ccccc21	/	/	-4%	/	20	3%	15%
N#C/C(=C(/O)c1ccc(Cl)cc1)c1nc2ccccc2[nH]1	37%[activator]	-3%	-4%	-12%	-29	1%	-4%
O=C(CSc1nc(C2CC2)n(-c2ccccc2)n1)NCc1ccco1	1%	/	0%	-25%	-11	?	-29%
CC(/C=C\C=C\c1ccccc1)=N\NC(=O)c1cncc(Br)c1	113%[activator]	-4%	1%	-33%	-36	5%	40µM*
Cc1ccc(CN2CCN(Cc3cn(C)nc3C)CC2CCO)o1 (stereo not given)	-13%	-3%	1%	-7%	-19	-3%	-14%[57.1 µM]
Cc1ccc(N(Cc2cccs2)C(=O)c2ccccc2)cc1	/	/	2%	/	10	-1%	2%
Cc1ccc(-c2onc3ccc(C=O)cc23)cc1	1%	-7%	-3%	-15%	19	-5%	45µM*
O=C(CNC(=O)c1ccccc1Br)N/N=C/c1cc(Br)ccc1O	110%[activator]	-2%	5%	-19%	33	1%	6%

Shown as comma-separated lines: entries from further up
structure,AMA1 RON2 block,LmPK inh,TbPYK inhibitor,AmpC no deterg,HCMV antiviral,AmpC inh detg,Sm TGR block
N#C/C(=C(/O)c1ccc(Cl)cc1)c1nc2ccccc2[nH]1,37%[activator],-3%,-4%,-12%,-29,1%,-4%
O=C(CSc1nc(C2CC2)n(-c2ccccc2)n1)NCc1ccco1,1%,/,0%,-25%,-11,?,-29%
